# NCI-60 one-dose screen, 48 h, at 10 µM unless noted. Numbers give growth in % (100 = growth as untreated, 0 = no growth, -100 = all killed).
# 786-0 = 786-0 renal cancer cells; 81,000 tested, 5.1% active
# A498 = A498 renal cancer cells. 76,000 tested, 5.4% active. AID 1794774
# CAKI-1 = CAKI-1 renal cancer. 75,000 tested, 4.7% active. AID 1794772
# SN12C = SN12C renal cancer cells | AID 1794767 | 81,000 tested, 3.8% active
# UO-31 = UO-31 renal cancer. 81,000 tested, 5.2% active. AID 1794768
# PC-3 = PC-3 prostate cancer cells | 80,000 tested, 3.9% active
# TK-10 = TK-10 renal cancer cells. AID 1794769. 81,000 tested, 3.9% active
# RXF 393 = RXF 393 renal cancer cells | 77,000 tested, 6.9% active | AID 1794773
# ACHN = ACHN renal cancer; 81,000 tested, 4.9% active; AID 1794771
# * marks the source's active call; other numbers are inactive results; / = not tested or not shown; [ ] = dose if it differs, or a comment. The calls were made as follows: active = growth percent below 10; inactive = the rest.
canonical_smiles	SN12C	UO-31	786-0	RXF 393	CAKI-1	TK-10	PC-3	A498	ACHN
COc1cc2c(Nc3ccc(S(N)(=O)=O)cc3)cccc2c(OC)c1OC	85	65	112	75	93	/	75	100	89
CC(C)(Br)CS(=O)(=O)c1ccccc1	93	81	105	99	109	99	88	104	93
O=C(N/C(=C1/OCCN1Cc1ccccc1)[P+](c1ccccc1)(c1ccccc1)c1ccccc1)c1ccccc1	7.4*	83	5.0*	/	79	26	23	83	83
COC(=O)C1=NC(=O)C(C#N)=C(C(=O)OC)C1(C(=O)c1ccc(OC)cc1)c1ccc(OC)cc1 (configuration not stated)	89	/	73	105	90	62	95	85	99
Cn1cc(-c2nnc(N)nc2-c2c[nH]c3ccccc23)c2cc(Br)cnc21	56	25	40	-20*	24	61	46	82	40
COC(=O)C1OCOC2C(C(=O)OC)OCOC12 (configuration not stated)	101	88	107	120	100	105	90	116	97
CSc1nc(=O)n(Cc2ccc(Cl)cc2)c(=O)[nH]1	107	112	101	115	112	/	101	103	103
Nc1n[nH]c2ccc([C@@H]3Nc4ccc5cn[nH]c5c4[C@H]4C5CCC(C5)[C@@H]34)cc12 (some centres not stated)	44	39	38	-1.2*	33	74	16	/	39
Cc1cc(N2CCOCC2)nc(N[C@@H]2CCC[C@H](Nc3ccnc4cc(Cl)ccc34)C2)n1	23	-84*	-73*	-58*	/	-69*	9.7*	35	-62*
CC(C)=NOC(=O)Nc1cc(Cl)ccc1Cl	105	90	105	104	121	93	91	137	106
Cc1ccccc1NS(=O)(=O)c1ccc(-c2cc3ccccc3c(=O)o2)cc1	98	75	101	94	78	170	82	100	99
COc1ccc2c(c1)c(-c1nonc1-c1cn(C)c3ccc(OC)cc13)cn2C	44	49	55	71	32	71	50	18	52
Cc1ccccc1/C=C1/SC(N2CCN(c3ccccc3)CC2)=NC1=O	95	90	/	97	62	122	97	94	103
COc1ccc2oc(-c3ccc(Cl)cc3)c(N3CCN(C)CC3)c2c1	37	-5.5*	27	28	-12*	-1.5*	4.1*	52	4.1*
C/C(=N\Nc1cccc(Cl)n1)c1ccccn1	14	-2.0*	8.3*	24	13	23	29	-1.3*	6.2*
Cc1ccc(Cl)c(NS(=O)(=O)c2ccc(-c3cnc(C4CC4)o3)cc2)c1	61	44	28	10.0*	37	68	31	-5.7*	36
O=C=NC(c1ccccc1)(c1ccccc1)c1ccccc1	102	72	95	129	92	110	102	116	99
N=c1n(CCN2CCCCC2)c2ccccc2n1CC(=O)c1ccc(Cl)c(Cl)c1	103	77	95	118	121	100	104	109	104
O=S(=O)(O)Cc1c(O)ccc2ccccc12	103	77	109	119	106	121	93	113	103
Cc1ccc(C(C)C)c(OC(=O)Nc2cccc3ccccc23)c1	94	72	106	115	94	89	90	89	100

# One compound at a time, as listed above. Order of screens: SN12C | UO-31 | 786-0 | RXF 393 | CAKI-1 | TK-10 | PC-3 | A498 | ACHN
# O=S(=O)(O)Cc1c(O)ccc2ccccc12 is listed as 103 | 77 | 109 | 119 | 106 | 121 | 93 | 113 | 103
# O=C(N/C(=C1/OCCN1Cc1ccccc1)[P+](c1ccccc1)(c1ccccc1)c1ccccc1)c1ccccc1 is listed as 7.4* | 83 | 5.0* | / | 79 | 26 | 23 | 83 | 83
# CC(C)(Br)CS(=O)(=O)c1ccccc1 is listed as 93 | 81 | 105 | 99 | 109 | 99 | 88 | 104 | 93

# (next part)
canonical_smiles	SN12C	UO-31	786-0	RXF 393	CAKI-1	TK-10	PC-3	A498	ACHN
COc1ccc2c(=O)cc(C(Cl)(Cl)Cl)oc2c1	2.6*	-19*	9.0*	-72*	-14*	-20*	-37*	-69*	11
Cc1cc(=O)c2c(C)nn(-c3ccccc3)c2[nH]1	97	/	104	106	77	144	102	/	106
OCc1ncc(-c2ccccc2)s1	121	98	60	122	82	110	89	116	/
Cc1c(-c2cnc3ccc(Br)cc3c2C(=O)O)nnn1-c1ccc([N+](=O)[O-])cc1	95	82	101	111	97	96	90	127	104
Cc1ccc(/C=C(\C#N)C(=O)c2ccccc2)cc1	98	87	111	105	90	116	88	/	106
COc1ccc(CCN(C)CCCC(C#N)(c2cc(OC)c(OC)c(OC)c2)C(C)C)cc1OC (configuration not stated)	101	85	101	/	91	103	103	107	104
O=C1/C(=C/c2ccc(-c3cccc([N+](=O)[O-])c3)o2)SC(=S)N1Cc1ccc2c(c1)OCO2	102	99	105	126	103	106	108	106	107
COC(=O)c1cccc(NC(=O)N[C@H]2CCN(c3ccnc(Nc4ccc(F)cc4)n3)C2)c1	76	50	69	84	/	67	49	69	81
O=C(O)c1cn(C2CC2)c2cc(N3CCN(C(=O)N4CCCCC4)CC3)c(F)cc2c1=O	101	86	106	107	93	104	100	105	103
C[C@]12CCC(=O)C=C1CCC1C2C(=O)C[C@@]2(C)C1CC[C@]2(O)C(=O)CO (some centres not stated)	99	81	100	127	96	103	96	87	96
COc1ccc(Nc2nc3ccccc3s2)cc1	100	83	84	95	102	89	98	81	108
Brc1ccccc1-c1nnc(Cn2cc(-c3ccccc3)nn2)o1	103	76	102	107	88	101	73	116	103
COc1ccc(S(=O)(=O)NC2c3ccccc3CC2O)cc1OC (configuration not stated)	96	79	104	117	102	112	98	93	105
CC1=C(C(=O)OC(C)C)C(c2ccc3c(c2)OCO3)NC(=O)N1 (configuration not stated)	92	85	102	113	94	99	101	104	103
CCN(CC)CCCCCCCCNc1c2ccc(Cl)cc2nc2ccc(OC)cc12	-20*	-56*	-89*	-93*	-1.6*	/	-56*	-93*	-58*
COc1ccc(-c2nn(-c3ccccc3)cc2/C=C2\SC(=Nc3ccc(Cl)cc3)NC2=O)cc1	92	90	98	96	97	102	82	74	104
COc1ccc(NC(=O)CNc2ccc(-c3nc4ccccc4s3)cc2)cc1	89	70	103	116	96	119	98	97	94
CCCCCCCCCCCCCCCCCCNC(=S)Nc1ccccc1	103	86	98	104	102	121	94	107	96
CC(=O)N1N=C(c2ccc(Cl)cc2)CC1c1ccc(Oc2ccc(Cl)cc2)cc1 (configuration not stated)	81	50	71	83	78	76	79	43	99
Cc1ccc2oc(=O)cc(CSC(=S)N3CCN(C)CC3)c2c1	92	80	/	113	84	124	104	92	101

# Among those listed so far, three contain a cyano group:
canonical_smiles	SN12C	UO-31	786-0	RXF 393	CAKI-1	TK-10	PC-3	A498	ACHN
COC(=O)C1=NC(=O)C(C#N)=C(C(=O)OC)C1(C(=O)c1ccc(OC)cc1)c1ccc(OC)cc1 (configuration not stated)	89	/	73	105	90	62	95	85	99
Cc1ccc(/C=C(\C#N)C(=O)c2ccccc2)cc1	98	87	111	105	90	116	88	/	106
COc1ccc(CCN(C)CCCC(C#N)(c2cc(OC)c(OC)c(OC)c2)C(C)C)cc1OC (configuration not stated)	101	85	101	/	91	103	103	107	104

# Additional compounds:
canonical_smiles	SN12C	UO-31	786-0	RXF 393	CAKI-1	TK-10	PC-3	A498	ACHN
Cc1ccc2c(-c3nnc(N)o3)cc(=O)oc2c1C	103	65	92	107	79	104	92	74	101
COc1ccccc1/C=C1\SC(=Nc2ccc(NC(C)=O)cc2)NC1=O	92	70	79	81	78	97	/	66	93
N#Cc1c(-c2ccccc2)cc(-c2ccccc2)n(CCC(=O)Nc2ccccc2N)c1=O	105	68	98	106	82	141	92	71	105
C#Cc1cccc(NC(=O)c2cccc(NC(=O)CCl)c2)c1	-66*[8.25 µM]	-99*[8.25 µM]	-72*[8.25 µM]	-21*[8.25 µM]	0.8*[8.25 µM]	-72*[8.25 µM]	-71*[8.25 µM]	47[8.25 µM]	-97*[8.25 µM]
COc1cc(/C=N/NC(=O)c2ccc(-n3cc(-c4ccccc4)nn3)cc2)cc(OC)c1OC	80	88	94	69	65	99	47	71	71
C[C@]12CC[C@H]3[C@@H](CCC4=CC(=O)CC[C@@]43C)[C@@H]1[C@@H](O)C[C@@H]2C(=O)CO	101	80	101	113	97	97	93	125	107
CC12CCCCC13NC(=O)C2(C#N)C(C#N)=C(Cl)N3 (configuration not stated)	99	84	103	137	92	105	104	133	106
Cc1nc(Nc2ccc(NC(=S)Nc3ccccc3)cc2)nc2nc(Nc3cccc(Cl)c3)[nH]c(=O)c12	97	96	99	-13*	/	142	93	91	97
CCOC(=O)/C=C/CC1CCNC1 (configuration not stated)	103	94	98	93	118	111	90	100	104
CC1(C)S[C@@H]2C(N3C(=O)[C@@H](c4ccccc4)NC3(C)C)C(=O)N2[C@H]1C(=O)O (some centres not stated)	99	84	111	113	84	/	93	95	105
CCOC(=O)C(=CNc1cccc(Cl)c1)C(=O)OCC	100	75	77	105	99	68	101	75	94
Clc1ccc(C2=Nn3c(nnc3-c3cc(Cl)cc(Cl)c3Cl)SC2)cc1	88	52	3.8*	66	79	87	20	56	58
COC(=O)CCN1CCN(c2ccccc2Cl)CC1	97	108	104	112	75	106	91	101	107
CCOC(=O)Cn1c(-c2ccccc2)cc(-c2ccccc2)c(C#N)c1=O	90	87	108	99	89	116	/	67	84
COC(=O)[C@]12CC[C@@H](C)[C@H](C)[C@@H]1C1=CC[C@@H]3[C@@]4(C)C=C(O)C(=O)C(C)=C4CC[C@@]3(C)[C@]1(C)CC2	19	34	68	28	33	15	13	82	22
O=[N+]([O-])c1ccc(/C=N/Nc2ccc3nnc(-c4ccccc4)n3n2)cc1	96	86	101	103	93	110	107	113	109
Cc1ccc(-c2cc(-c3ccccn3)n(-c3ncc(-c4ccccc4)s3)n2)cc1	93	73	92	88	62	/	65	76	92
CC(C)(O)C(C(=O)O)c1ccccc1 (configuration not stated)	96	91	109	100	102	106	93	77	105
O=S(=O)(NCCCNc1nccc(-c2[nH]c(-c3ccccc3)nc2-c2ccc(Cl)c(O)c2)n1)c1cccc2ccccc12	24	20	48	-9.6*	40	50	26	72	20
CCOC(=O)C1=C(C)NC(SCc2nnc(-c3ccc(OC)cc3)o2)=NC1c1ccc(F)cc1 (configuration not stated)	96	78	92	86	75	97	88	100	96
CN(CCc1ccccc1)C(=S)N(C(=O)c1ccc([N+](=O)[O-])cc1)c1ccc(Cl)cc1	89	77	88	/	86	76	77	93	106
CC(=O)OC1C=CC(=O)OC1C1OC1C (configuration not stated)	105	87	110	119	93	109	102	100	98
COc1cc(CNC(=O)CCCC/C=C/C(C)C)ccc1OCc1cn(-c2cc(OC)c(OC)c(OC)c2)nn1	92	81	108	102	/	117	85	79	104
COC(=O)c1c(-c2ccccc2)[nH]c(-c2nccc3ccccc23)c1C(=O)OC	111	66	129	94	85	111	87	98	86
COc1ccc(C(=O)/C=C/c2ccc(Cl)c(C(F)(F)F)c2)cc1S(N)(=O)=O	-100*	-100*	-86*	/	-100*	-96*	-48*	-30*	-100*
O=C1CSC(=S)N1Cc1cccs1	100	88	113	107	97	106	91	109	114
CCN1C(=O)N(CC)C2Nn3c(s/c(=C\c4ccc(F)cc4)c3=O)=NC21 (configuration not stated)	114	89	103	113	99	106	92	90	106
CC(=O)Nc1ccc(-n2cnc3cc(-c4ccc(O)cc4)ccc32)c(C)c1	79	41	70	80	73	94	83	117	61
Cc1ccsc1[C@@H]1C[C@@H]2Cc3ccc4ccccc4c3N1O2	99	64	91	74	77	82	/	77	104
O=C1/C=C/[C@@H](O)[C@@H]2C[C@@H](O)C[C@H]2/C=C/CCC[C@H]([C@@H](O)CO)O1	102	68	50	25	98	121	89	64	109
ON=C1Cc2ccccc2C1	106	85	102	117	94	108	99	105	101
CCc1c(C(=O)N(CC)Cc2ccccc2)[nH]c(C)c1C(C)=O	111	98	97	104	95	104	95	85	115
O=C(CCl)n1nnnc1Cc1ccccc1	92	74	95	112	92	88	95	109	95
CSc1nc2sc3c(C)ccc(C)c3n2c(=N)c1C#N	105	64	102	140	89	/	108	105	97
C=C1C(=O)O[C@H]2[C@H]1CC/C(COC(=O)NCc1c[nH]c3ccc(Cl)cc13)=C\CC[C@@]1(C)O[C@@H]21	-60*	-100*	-62*	-92*	-96*	-54*	9.7*	/	-98*
O=c1c2cc(F)ccc2sc2c(NCCN3CCOCC3)nc3ccccc3c12	73	42	59	73	33	79	69	58	65
COc1cc(-c2ccc[nH]2)[nH]c1/C=C1\N=C(C)C(C(=O)CCCCCCCCC(=O)Nc2ccc(-c3c4nc(c(-c5ccccc5)c5ccc([nH]5)c(-c5ccccc5)c5nc(c(-c6ccccc6)c6ccc3[nH]6)C=C5)C=C4)cc2)=C1C	115	93	103	87	88	100	90	103	104
CC(C)CCNC(=O)Cn1cccc(NC(=O)OCc2ccccc2)c1=O	103	76	111	106	70	130	92	117	103
c1ccc(CSc2nnc(-c3ccc4nc(-c5ccccc5)[nH]c4c3)o2)cc1	-48*	41	-17*	-22*	-45*	-2.5*	27	-8.5*	1.2*
COc1ccc(S(=O)(=O)N2CCC(c3nc(C=C(C#N)C#N)c4ccccn34)CC2)cc1	105	86	105	103	103	121	99	93	107
Cc1ncc(CO)c(C=O)c1O	106	99	93	105	101	101	72	114	103
Brc1ccsc1Br	113	91	108	117	100	109	107	141	112
CN1CCN(C(=O)Oc2cc3c(c4ccccc24)[C@H](CCl)CN3C(=O)c2cc3cc(OCCCN4CCC4)ccc3[nH]2)[C@H]2CSSC[C@H]21	-7.0*	-11*	-8.8*	-79*	6.0*	4.6*	-8.7*	-18*	-12*
COC(=O)c1ccccc1C=O	104	103	103	118	/	116	97	102	102
CO[C@@]12C=C[C@@]34CCC(=O)N3c3ccccc3[C@@H](O1)C4C2	95	81	101	107	/	95	100	109	99
O=C(Cn1nncc1CN1C(=O)CSC1=O)Nc1ccc(F)cc1	98	88	102	108	96	98	101	76	98
